# Assay outcomes: PubChem BioAssay, several laboratories
# Y pestis TopoI: blocks Yersinia pestis topoisomerase I activity; Y. pestis Topo-I cleavage product accumulation, plate reader; 0.064% of 360,000 active; activity, % at 10 µM; in the data active = activity above about 50%, passing the limit was not always enough; note: inactives centre near 2
# PrPC surface inh: cell surface PrPC inhibition, primary TR-FRET screen. P04156. TR-FRET read-out. inhibition, % at 13.8 µM. 0.43% of 370,000 active; in the data active = inhibition above about 24%; note: 0% = median of the test wells and 100% = reference compound wells
# SARS 3CLpro inh: SARS-CoV 3CLpro protease inhibition | 0.14% of 290,000 active | recombinant SARS-CoV 3CLpro, quenched FRET peptide cleavage | inhibition, % at 6 µM | AID 1706; in the data active = inhibition above about 12%
# Anthrax LF prot: blocks Bacillus anthracis lethal factor protease. P15917. multiplex microsphere protease cleavage assay, LF. inhibition, % at 10 µM. 0.12% of 360,000 active; note: plate controls were buffer without enzyme for full effect and enzyme alone for no effect
# SSB-PriA inh: K. pneumoniae PriA-SSBct interaction inhibition; AlphaScreen SSBct-PriA binding, biotinylated peptide; inhibition, % at 33 µM; 0.6% of 430,000 active; AID 1272365; in the data active = inhibition mostly above about 37%, no sharp cut-off; inactive = mostly below about 20%;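 note: plate controls were negative control peptide for no effect and reference peptide for full effect; strong numbers were not always called active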
# BoNT A protease: inhibitors of Botulinum neurotoxin A light chain protease | multiplex microsphere protease substrate cleavage, flow cytometry | inhibition, % at 10 µM | 0.17% of 360,000 active | AID 588499; note: plate controls were buffer without enzyme for full effect and enzyme alone for no effect
# TcdB inh: blocks C. difficile toxin B glycohydrolase activity; 0.24% of 350,000 active; inhibition, % at 9.99 µM; P18177; TcdB glycohydrolase enzymatic assay, plate reader; AID 652162; in the data active = inhibition above about 10%
# PfHsp40 yeast: rescue of PfHsp40-mediated yeast toxicity. 0.68% of 340,000 active. growth rescue, % at 12.5 µM. S. cerevisiae expressing PfHsp40, growth rescue, ATP luminescence; in the data active = growth rescue above about 28%, passing the limit was not always enough;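 note: yeast W303a lacking pdr1 and pdr3 grown in galactose medium; growth measured after three days at 30 °C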
# BH1578 lux ind: quorum light induction in luxS cqsA deficient V. cholerae; V. cholerae BH1578 lux reporter, luminescence, 6 h; activation, % at 18.7 µM; 0.16% of 350,000 active; in the data active = activation mostly above about 9.7%, no sharp cut-off; note: not every result past the cut was called active; inactives centre near 0; reference of the scale not given here
# Starred values were filed as active, the others as inactive; i = inactive; . = not tested or not shown; & = joins results of further samples. Cut-off read from the data, not from the text of the source, unless noted: active = inhibition above about 30%; inconclusive = no clear call, values can overlap the other calls; inactive = below that. Some of the compounds tested; count on the stated rates, not on these rows.
SMILES,Y pestis TopoI,PrPC surface inh,SARS 3CLpro inh,Anthrax LF prot,SSB-PriA inh,BoNT A protease,TcdB inh,PfHsp40 yeast,BH1578 lux ind
CC(C)Oc1ccc(S(=O)(=O)N2CCOCC2)cc1NC(=O)C1=NN(c2ccccc2)C(=O)CC1,11.8,-4.0,.,2.9,0.1,1.4,1.2,-0.4,-1.7
COc1ccc(CC(N)c2csc(NC(=O)Nc3ccc(OC)cc3)n2)cc1 (stereo not given),-5.6,1.6,.,-6.8,.,-0.3,-7.7,.,-0.5
COc1ccc(C2CC(=O)N(CC(=O)NCC3CCCO3)c3ccccc3S2)cc1 (stereo not given),3.3,-9.7,-1.2,1.2,-18.2,0.1,1.6,-0.8,-0.1
Cc1ccccc1S(=O)(=O)Nc1cccnc1,-4.3,6.3,3.4,0.4,-18.5,0.4,.,1.7,-1.3
COCCn1c(SCC(=O)N2CCC(C)CC2)nc2c(c1=O)SCC2,4.5,-7.9,-1.1,0.7,-0.5,-2.0,-1.1,-0.9,0.4
CC(C)c1ccccc1-n1cc[nH]c1=S,3.3,-3.0,-2.0,-8.2,-4.6,-0.7,6.3,-0.3,i
O=C(C1=C[C@H](c2ccccc2)C[C@H](OCc2ccc(CO)cc2)O1)N1CCN(Cc2ccc3c(c2)OCO3)CC1,-16.3,-6.7,1.8,-5.0,12.6,-0.7,0.6&-5.0&0.4,-0.7,i
CCC1C(=O)N=C(SCC(=O)Nc2cccc3ccccc23)NC1=O (stereo not given),0.5,0.6,-2.1,8.7,-2.0,-0.6,.,0.7,-0.4
COc1ccccc1NC(=O)Nc1cc(C(C)C)ccc1C,3.2,9.1,2.9,-6.0,-20.9,-1.7,-0.3,-1.1,i
Cc1ccc(S(=O)(=O)N2CCN(C(=O)CCc3c[nH]c4ccccc34)CC2)cc1,12.1,-2.4,.,4.4,8.2,-0.4,1.2,1.0,1.4
CC(Sc1ccc2c(c1)OCCO2)C(=O)Nc1ccc2c(c1)OCO2 (stereo not given),-2.9,6.7,-4.6,3.5,-4.0,-0.4,.,0.2,-0.3
CCCCCCNc1c([N+](=O)[O-])cc(C)cc1[N+](=O)[O-],16.1,-4.3,-5.0,-14.1,60.4*,0.4,.,-0.2,i
O=C(c1ccc(Cl)cc1Cl)N1CCN(c2ccc(N3CCOCC3)nn2)CC1,8.7,-4.3,.,-0.7,-12.7,0.8,1.8,0.4,-1.8
Cc1ccc(C(=O)NCc2ccc3c(c2)OCO3)cc1C,8.2,1.8,1.2,1.3,3.0&-41.7,-0.7,1.1,1.0,-0.3
CC(C)[C@@H](C(=O)N[C@@H](Cc1ccccc1)C(=O)O)N1C(=O)N2CCc3c([nH]c4ccccc34)[C@@]2(C)C1=O,14.3,8.6,4.1,-5.8,-3.6,0.4,0.8,0.8,0.4
COc1ccc(C2C(C(=O)N3CCN(c4ccccc4)CC3)c3ccccc3C(=O)N2C)cc1OC (stereo not given),20.4,1.1,0.6,-6.0,-2.7,-0.4,.,9.6,i
CC(C)(C)c1csc(SCC(=O)Nc2ccc(Cl)cn2)n1,27.4,1.1,-1.2,-8.5,-59.4,2.2,.,3.1,i
CCc1ccccc1Nc1nc(N)nc(COC(=O)c2c(C)noc2C)n1,7.8,7.5,.,-0.8,3.7,4.2,0.0,-0.9,i
Cc1cc(C)nc(SC2=CS(=O)(=O)c3ccccc32)n1,2.9,-3.2,-1.4,-0.1,-10.6,-0.6,.,0.4,-1.5
CN(Cc1cc2cc(F)ccc2[nH]1)Cc1nc(-c2cnccn2)no1,-4.5,-4.1,4.9,-2.3,-3.6,0.1,1.4,-0.7,0.6
O=C(NCc1cccs1)c1cnc2ccccn2c1=O,6.1,.,-2.2,0.5,-5.2,0.6,1.4,-0.8,i
O=C1CC(c2ccccc2)CC(O)=C1C=NCCN1CCN(Cc2ccccc2)CC1 (stereo not given),7.5,5.3,9.6,-6.1,-4.1,1.3,1.1,1.9,-0.3
Cc1cc2oc(=O)cc(CN(C)Cc3ccccc3)c2cc1Cl,.,-1.9,.,-5.1,.,0.2,0.8,.,.
CN(c1ccccc1)S(=O)(=O)c1cccc(C(=O)NC2CCCCC2)c1,12.7,10.3,.,5.8,-6.3,5.6,-0.9,0.3,-4.2
CNC(=O)c1oc(-c2ccc(Cl)cc2)nc1C,4.5,-3.2,1.8,1.5,-1.9,0.4,0.5,0.6,-0.6

# Profiles, quoted from the list.
# `CCC1C(=O)N=C(SCC(=O)Nc2cccc3ccccc23)NC1=O` (stereo not given) is listed as Y pestis TopoI: 0.5; PrPC surface inh: 0.6; SARS 3CLpro inh: -2.1; Anthrax LF prot: 8.7; SSB-PriA inh: -2.0; BoNT A protease: -0.6; TcdB inh: .; PfHsp40 yeast: 0.7; BH1578 lux ind: -0.4
# `CC(C)Oc1ccc(S(=O)(=O)N2CCOCC2)cc1NC(=O)C1=NN(c2ccccc2)C(=O)CC1` is listed as Y pestis TopoI: 11.8; PrPC surface inh: -4.0; SARS 3CLpro inh: .; Anthrax LF prot: 2.9; SSB-PriA inh: 0.1; BoNT A protease: 1.4; TcdB inh: 1.2; PfHsp40 yeast: -0.4; BH1578 lux ind: -1.7
# `COc1ccccc1NC(=O)Nc1cc(C(C)C)ccc1C` is listed as Y pestis TopoI: 3.2; PrPC surface inh: 9.1; SARS 3CLpro inh: 2.9; Anthrax LF prot: -6.0; SSB-PriA inh: -20.9; BoNT A protease: -1.7; TcdB inh: -0.3; PfHsp40 yeast: -1.1; BH1578 lux ind: i

# As a short view, some entries already given:
SMILES,Y pestis TopoI,PrPC surface inh,SARS 3CLpro inh,Anthrax LF prot,SSB-PriA inh,BoNT A protease,TcdB inh,PfHsp40 yeast,BH1578 lux ind
CC(C)Oc1ccc(S(=O)(=O)N2CCOCC2)cc1NC(=O)C1=NN(c2ccccc2)C(=O)CC1,11.8,-4.0,.,2.9,0.1,1.4,1.2,-0.4,-1.7
COc1ccc(CC(N)c2csc(NC(=O)Nc3ccc(OC)cc3)n2)cc1 (stereo not given),-5.6,1.6,.,-6.8,.,-0.3,-7.7,.,-0.5
COc1ccc(C2CC(=O)N(CC(=O)NCC3CCCO3)c3ccccc3S2)cc1 (stereo not given),3.3,-9.7,-1.2,1.2,-18.2,0.1,1.6,-0.8,-0.1
Cc1ccccc1S(=O)(=O)Nc1cccnc1,-4.3,6.3,3.4,0.4,-18.5,0.4,.,1.7,-1.3

# New compounds follow.
SMILES,Y pestis TopoI,PrPC surface inh,SARS 3CLpro inh,Anthrax LF prot,SSB-PriA inh,BoNT A protease,TcdB inh,PfHsp40 yeast,BH1578 lux ind
COc1ccc(-c2cc(C(=O)NC(C)C)no2)cc1,-1.8,-1.2,2.2,0.3,-26.9,0.0,.,0.2,0.4
Cc1cc(C(=O)NC2CCCC2)on1,0.6,-4.3,-1.0,3.7,-7.3,-0.5,0.8,0.2,-0.2
CN(C(=O)CSc1nc(-c2ccccc2)cs1)C1CCS(=O)(=O)C1 (stereo not given),-3.3,-0.2,0.4,-5.2,-3.3,0.9,0.6,0.0,.
CCN1CCN(c2nc(N)c([N+](=O)[O-])c(Nc3ccc(C)cc3)n2)CC1,-3.1,-6.8,0.7,-3.8,14.6,0.1,.,-0.5,-0.6
CC(C)CCNC(=O)CN(Cc1ccco1)C(=O)CCC(=O)Nc1nccs1,-0.2,5.2,2.1,-0.4,-19.9,-0.1,-1.2,-1.1,-0.3
N#Cc1ccc(C(=O)Nc2cc(-c3ccccc3)nn2-c2ccccc2)cc1,6.9,8.7,.,-6.8,-30.0,0.2,2.5,4.8,-0.3

# Of the compounds above, two contain a nitro group on carbon.
SMILES,Y pestis TopoI,PrPC surface inh,SARS 3CLpro inh,Anthrax LF prot,SSB-PriA inh,BoNT A protease,TcdB inh,PfHsp40 yeast,BH1578 lux ind
CCCCCCNc1c([N+](=O)[O-])cc(C)cc1[N+](=O)[O-],16.1,-4.3,-5.0,-14.1,60.4*,0.4,.,-0.2,i
CCN1CCN(c2nc(N)c([N+](=O)[O-])c(Nc3ccc(C)cc3)n2)CC1,-3.1,-6.8,0.7,-3.8,14.6,0.1,.,-0.5,-0.6
